High-throughput results as filed in PubChem BioAssay.
AGP1-GFP MLPCN = yeast TOR pathway AGP1-GFP modulation. S. cerevisiae AGP1-GFP multiplex flow cytometry, 3 h; GFP as percent of DMSO wells. GFP response vs DMSO, % at 10 µM. actives 0.02% (n = 320,000);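 active = GFP response relative to DMSO above a set limit, near screen average plus 3 SD, cut at about 150% in these data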;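 also: median GFP channel fluorescence of the gated AGP1 strain per well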
AHR activator = activators of human aryl hydrocarbon receptor; P35869; AHR-responsive luciferase reporter cells, luminescence; activation, % at 5 µM; actives 2.5% (n = 320,000); AID 2796; in the data active = activation above about 47%;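 also: 0% = vehicle wells and 100% = reference agonist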
Target sequence (P35869 whole entry, looked up): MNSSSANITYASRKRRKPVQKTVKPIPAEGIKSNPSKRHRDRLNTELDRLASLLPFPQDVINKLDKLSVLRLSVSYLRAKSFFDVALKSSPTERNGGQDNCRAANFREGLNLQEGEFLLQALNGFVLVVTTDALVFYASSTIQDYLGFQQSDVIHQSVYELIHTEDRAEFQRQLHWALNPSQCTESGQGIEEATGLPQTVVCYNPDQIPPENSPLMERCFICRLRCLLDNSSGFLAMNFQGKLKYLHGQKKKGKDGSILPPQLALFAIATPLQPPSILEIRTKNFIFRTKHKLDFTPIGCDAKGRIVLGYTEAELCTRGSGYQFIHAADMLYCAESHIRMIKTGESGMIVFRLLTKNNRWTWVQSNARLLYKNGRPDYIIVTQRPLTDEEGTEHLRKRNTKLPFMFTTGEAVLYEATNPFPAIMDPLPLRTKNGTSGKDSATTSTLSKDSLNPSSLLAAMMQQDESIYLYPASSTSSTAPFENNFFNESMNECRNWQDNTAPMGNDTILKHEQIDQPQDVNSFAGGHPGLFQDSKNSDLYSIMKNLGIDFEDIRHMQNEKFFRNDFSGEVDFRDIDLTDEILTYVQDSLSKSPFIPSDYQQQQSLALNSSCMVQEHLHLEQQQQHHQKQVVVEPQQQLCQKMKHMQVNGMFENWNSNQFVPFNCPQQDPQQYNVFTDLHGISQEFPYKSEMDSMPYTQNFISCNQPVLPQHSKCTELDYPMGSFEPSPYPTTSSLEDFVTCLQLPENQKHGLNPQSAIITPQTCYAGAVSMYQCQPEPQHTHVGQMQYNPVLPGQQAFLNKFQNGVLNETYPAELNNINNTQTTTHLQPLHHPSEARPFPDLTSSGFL
RPL19A TOR yeast = alters RPL19A-GFP fluorescence in TOR pathway yeast screen. S. cerevisiae RPL19A-GFP strain, flow cytometry, 3 h; hits give low values. percent response vs DMSO, % at 10 µM. actives 0.3% (n = 330,000). AID 2025;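 active = percent response vs DMSO below 50%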;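 also: median channel GFP fluorescence of the barcoded RPL19A-GFP strain; ratio of sample median GFP to plate DMSO average so 100% = DMSO; lower means less RPL19A-GFP as with rapamycin TOR inhibition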
CIT2 TOR yeast = alters CIT2-GFP fluorescence in TOR pathway yeast screen; S. cerevisiae CIT2-GFP strain, flow cytometry, 3 h; 100 means same as DMSO wells; GFP response vs DMSO, % at 10 µM; actives 0.065% (n = 320,000);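 active = GFP response relative to DMSO above a set limit, near the screen mean plus 3 SD, cut at about 150% in these data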;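 also: ratio of well median GFP fluorescence to mean of DMSO wells on the plate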
MEP2-GFP yeast = modulators of TOR pathway MEP2-GFP in S. cerevisiae; GFP response vs DMSO, % at 10 µM; actives 0.51% (n = 330,000); AID 2016; S. cerevisiae MEP2-GFP strain, flow cytometry GFP, 3 h; 100% = DMSO control level;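 active = GFP response versus DMSO above a set limit, roughly screen mean plus 3 SD, cut at about 180% in these data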;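 also: median GFP fluorescence of the barcode-gated MEP2-GFP cells per well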
LAP4-GFP MLPCN = alters LAP4-GFP fluorescence in TOR pathway yeast screen; S. cerevisiae LAP4-GFP multiplex, flow cytometry GFP, 3 h; median GFP as percent of DMSO wells; actives 0.34% (n = 320,000); AID 2023; GFP response vs DMSO, % at 10 µM;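 active = GFP response vs DMSO above a set limit, about the screen mean plus 3 SD, cut at about 150% in these data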
CR mimetic SO = caloric restriction mimetics inhibiting age-related superoxide in yeast. S. cerevisiae aged cells, superoxide DHE fluorescence; hits give low values. superoxide response (% of plate mean), % at 10 µM. actives 0.18% (n = 330,000);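 active = superoxide response under a set limit, about three screen SD below normal, cut at about 65% in these data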;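 also: yeast aged for seven days with compound at 30 °C before DHE staining; 100% = average MFI of all compound-treated wells on the plate with controls excluded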
Efflux pump mplx = blocks antifungal efflux pumps in multiplex yeast assay. inhibition, % at 10 µM. actives 0.44% (n = 330,000). AID 485275. S. cerevisiae Candida pump triplex, Nile Red efflux;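 active = plate passing quality check with inhibition over a set limit, or well fluorescence over plate mean plus 4 SD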;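 also: Nile Red retained in pooled yeast measured as flow cytometry median fluorescence; 0% = buffer negative control and 100% = Enniatin B positive control; higher means more Nile Red kept so more efflux inhibition; some compounds called inactive have numbers as strong as hits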
* hit, by the source's call; i = inactive; . = no result given.

SMILES	AGP1-GFP MLPCN	AHR activator	RPL19A TOR yeast	CIT2 TOR yeast	MEP2-GFP yeast	LAP4-GFP MLPCN	CR mimetic SO	Efflux pump mplx
O=C(CCCCCn1c(=O)[nH]c2ccccc2c1=O)NCCc1c[nH]c2ccccc12	94	55*	94	95	100	97	125	0.5*
O=C(O)CSc1nnc2n(-c3ccccc3)c(=O)c3ccccc3n12	96	-1	100	97	95	94	109	0.1
Nc1cc(N)nc(SCc2cccc(F)c2)n1	101	8	105	105	102	97	102	0.4
CSCC[C@H](NC(=O)COc1ccc(Cl)cc1)C(=O)N1CCC2(CC1)NCCc1[nH]cnc12	102	-1	100	99	98	97	90	-0.1
CC(C)COP(=O)(OCC(C)C)C(Nc1ccccc1)c1ccc(F)cc1 (stereo not drawn)	95	0	99	97	103	90	89	-0.1
Cc1cccc(NC(=O)Cn2cc(C(=O)C3CC3)c3ccccc32)c1	106	4	105	103	107	107	93	-0.1
Cc1ccc(C2=CSC3=NCCN23)cc1	.	2	112	.	105	.	95	0.0
CC(=O)Nc1ccc(S(=O)(=O)NCC(=O)NCCc2ccc(S(N)(=O)=O)cc2)cc1	103	-1	92	103	93	100	104	-0.1
COCC(=O)N1CCCC(C(=O)c2ccc(-c3ccccc3)c(F)c2)C1 (stereo not drawn)	85	3	106	85	100	106	95	0.1
CN(C)C(=O)Cn1c(SCC(=O)NC2CCCCC2)nc2ccccc21	115	-2	109	106	118	102	102	-0.1
COC(=O)COc1ccc2cc(-c3ccccc3)c(=O)oc2c1	100	0	96	102	99	109	121	0.0
Cc1cc(C)cc(NC(=O)C2CCN(S(=O)(=O)c3ccc4c(c3)NC(=O)C(C)S4)CC2)c1 (stereo not drawn)	94	5	97	96	94	91	113	0.0
CCn1cc(C(=O)NCc2ccc3c(c2)OCO3)c(=O)c2cc(S(=O)(=O)N3CCOCC3)ccc21	105	0	102	103	112	102	97	0.0
Brc1ccc(COc2ncnc3ccccc23)cc1	102	0	99	89	101	104	101	0.0
O=C(COc1ccc([N+](=O)[O-])cc1Cl)NCC1CCCO1 (stereo not drawn)	104	5	98	108	97	94	125	-0.2
CC1=CN2C(=N)/C(=C/c3ccco3)C(=O)N=C2S1	89	34	104	104	103	99	95	0.9
CC(=O)N1N=C(c2cccc([N+](=O)[O-])c2)OC1c1cccc(Br)c1 (stereo not drawn)	85	5	89	70	98	95	100	0.1
Cc1cccc(Cn2cc(/C=C/[N+](=O)[O-])c3ccccc32)c1	110	0	115	.	105	144	i	-0.1
COc1ccc(/C=C(/NC(=O)c2ccccc2)C(=O)NC(Cc2c[nH]c3ccccc23)C(=O)O)cc1 (stereo not drawn)	95	.	108	90	102	72	129	0.1
O=C(c1ccccc1[N+](=O)[O-])N1N=C(c2ccccc2)CC1(O)C(F)(F)F (stereo not drawn)	101	3	105	104	103	83	103	0.1
O=C(CNC(=O)c1ccco1)OCc1c(F)cccc1Cl	103	-3	100	96	108	112	100	0.4
CC1=CCC2C(=O)N(c3cccc(C(=O)Nc4ccc(Cl)cc4)c3)C(=O)C2C1 (stereo not drawn)	99	69*	99	96	108	105	92	0.0
COCCNC(=O)C12CC3CC(CC(Cl)(C3)C1)C2	124	-1	101	107	98	116	85	-0.1
CCCN1CCC(=O)N([C@H](CN=[N+]=[N-])CC(C)C)CC1	96	3	103	91	96	113	93	0.1
CCOP(=O)(O)c1ccccc1OCCOCCOc1ccccc1P(=O)(O)OCC	112	0	104	98	108	97	92	-0.1
CCCCc1ccc(NC(=O)C(=O)NCCN2CCN(C(=O)c3ccc([N+](=O)[O-])cc3)CC2)cc1	106	2	109	103	108	99	100	0.0
Cc1ccc(CC(=O)Nc2cc(C)on2)cc1	92	1	96	96	96	91	101	0.2
CSc1cccc(NC(=O)CN(c2ccccc2)S(=O)(=O)N(C)C)c1	81	12	101	117	102	93	93	-0.1
CCc1ccccc1NC(=O)CSc1nnc(-c2ccncc2)o1	102	4	96	96	100	101	100	-0.1
COc1cc(S(=O)(=O)N2CCN(Cc3ccc4c(c3)OCO4)CC2)ccc1NC(C)=O	97	0	94	94	112	103	99	0.1

Looked up by compound from the list above, three records:
SMILES	AGP1-GFP MLPCN	AHR activator	RPL19A TOR yeast	CIT2 TOR yeast	MEP2-GFP yeast	LAP4-GFP MLPCN	CR mimetic SO	Efflux pump mplx
O=C(c1ccccc1[N+](=O)[O-])N1N=C(c2ccccc2)CC1(O)C(F)(F)F (stereo not drawn)	101	3	105	104	103	83	103	0.1
Cc1cccc(Cn2cc(/C=C/[N+](=O)[O-])c3ccccc32)c1	110	0	115	.	105	144	i	-0.1
CCOP(=O)(O)c1ccccc1OCCOCCOc1ccccc1P(=O)(O)OCC	112	0	104	98	108	97	92	-0.1

More results follow.
SMILES	AGP1-GFP MLPCN	AHR activator	RPL19A TOR yeast	CIT2 TOR yeast	MEP2-GFP yeast	LAP4-GFP MLPCN	CR mimetic SO	Efflux pump mplx
COc1ccc(N(C(C)C(=O)N2CCCC2)S(C)(=O)=O)cc1 (stereo not drawn)	43	-2	106	98	104	80	109	0.0
COc1ccccc1NS(=O)(=O)c1cccc(C(=O)NCC(c2ccccc2OC)N2CCCC2)c1 (stereo not drawn)	104	2	101	113	103	103	101	0.0
COC(=O)c1ccc(NC(=O)c2ccccc2NS(=O)(=O)c2ccccc2)cc1	95	0	98	91	96	97	142	0.0
Cc1ccc(Cc2nnc(SCC(=O)Nc3ccccc3C)[nH]c2=O)cc1	95	-1	95	94	113	101	109	-0.2
COc1ccc(N2CCN(Cc3nc(N)nc(N4CCCc5ccccc54)n3)CC2)cc1	99	6	95	82	92	92	101	0.3
O=C1NC[C@@H](c2ccccc2)OC(=O)[C@H](Cc2ccc(F)cc2)C/C=C\C[C@H]1CC(=O)N(CCO)Cc1ccccc1	104	-1	96	99	97	93	91	-0.2
C=CC[C@@H](CC(=O)N[C@@H](CO)Cc1ccccc1)C(=O)N[C@@H](COC(=O)[C@@H](CC=C)Cc1ccc(F)cc1)Cc1c[nH]c2ccccc12	89	2	90	96	90	81	115	0.5
COc1ccc(NC(=O)CC(c2ccc(F)cc2)c2ccc(OC)cc2)cc1 (stereo not drawn)	100	2	104	100	108	103	106	0.4
COC(=O)C1C(=O)C2=C(CC1C)NC(=O)CC2c1ccccc1 (stereo not drawn)	92	5	88	99	99	92	118	0.2
CCC(=O)c1ccc(OC(=O)N2CCOCC2)cc1	97	8	98	96	100	105	96	0.0
O=C(NNC(=O)c1cccc(S(=O)(=O)N2CCCCC2)c1)c1ccccc1	91	2	92	87	85	90	95	-0.1
O=C(Nc1ccc(N2CCN(Cc3ccccc3Cl)CC2)cc1)c1cccnc1	99	-9	96	100	98	98	96	0.2
CCCCn1c(N)c(N(Cc2ccccc2OC)C(=O)CCSC)c(=O)[nH]c1=O	97	.	103	94	101	88	114	0.1
CC(C)(C)Nc1c([N+](=O)[O-])c(=O)sc2ccccc12	108	9	102	93	102	122	88	0.4
COc1ccc(C2C(C(=O)OCC3CCCO3)=C(C)NC3=C2C(=O)CC(c2ccco2)C3)cc1O (stereo not drawn)	103	15	100	101	101	107	96	0.1
C[C@@H]1CN([C@@H](C)CO)C(=O)c2cccc(NS(=O)(=O)c3ccc(F)cc3)c2O[C@H]1CN(C)C(=O)NC1CCCCC1	95	-2	93	90	93	114	110	0.1
CC1CCCCC1NC(=O)CSC1=Nc2ccccc2C2CC=NN12 (stereo not drawn)	100	0	97	98	98	96	104	0.0
COc1ccc(CCN2C(=O)c3cccnc3C2=O)cc1OC	99	-2	96	101	95	93	97	-0.1
Cc1ccccc1NC(=O)CC1SCCNC1=O (stereo not drawn)	.	1	100	106	106	109	80	-0.1
Cc1ccc(C23CC4CC(CC(C(=O)N5CCOCC5)(C4)C2)C3)cc1	95	3	94	92	102	107	91	0.0
O=[N+]([O-])c1cccnc1SCc1ccccc1	92	2	98	94	96	108	102	-0.2
O=C(CCCN1C(=O)S/C(=C/c2ccccc2)C1=S)Nc1ccc(C(=O)O)cc1	109	-1	99	104	103	128	104	0.0
COc1ccc2nc(NC(=O)c3ccccc3-c3ccccc3C(=O)O)sc2c1	122	-1	109	94	115	113	101	-0.1
CCOc1ccccc1Nc1nnc(SCC(=O)Nc2cc(C)on2)s1	96	5	97	93	96	96	102	-0.1
COc1ccc(C(CNC(=O)Cc2ccccc2Cl)N2CCCCC2)cc1 (stereo not drawn)	91	-1	92	93	105	86	105	0.0
Cc1ccc(F)c(NC(=O)C2CCCCC2C(=O)O)c1 (stereo not drawn)	108	0	101	97	106	99	80	0.0
CCCc1nc2ccccc2c(=O)n1-c1c(C)n(C)n(-c2ccccc2)c1=O	97	-1	93	99	106	102	77	-0.1
COc1cccc(/C=N/Nc2nc3ccccc3n3cnnc23)c1	98	58*	102	92	98	103	94	-0.6
CCCN(CCC)CC(=O)Nc1cccc2c1OCO2	93	1	94	92	95	95	93	0.0
CN1CCN(CC(O)Cn2c3ccccc3c3ccccc32)CC1 (stereo not drawn)	104	6	102	100	110	95	93	-0.1
COC(=O)c1sc(NC(=O)c2c(-c3ccccc3)noc2C)nc1C	110	-2	95	110	103	106	79	0.1
CC1(c2ccc(OCC#N)cc2)C=C(c2ccc(OCC#N)cc2)n2nc(C(F)(F)F)nc2N1 (stereo not drawn)	88	3	100	91	102	96	93	0.0
CC(NC(=O)Cn1nc(-c2ccccc2)c2ccccc2c1=O)c1ccccc1 (stereo not drawn)	108	0	101	111	104	103	86	0.0
CCOC(=O)C1CCCN(C(=O)c2ccc(Cl)c(S(=O)(=O)N3CCCCC3)c2)C1 (stereo not drawn)	96	-2	93	87	103	95	119	0.0
Cc1noc(C)c1CN1C(=O)NC2(CCCCCCC2)C1=O	99	2	98	92	97	94	100	-0.2
O=C(N/N=C/c1cccc([N+](=O)[O-])c1)c1ccc(Br)cc1	106	9	107	98	101	117	89	-0.1
CCC(=O)n1nc(-c2ccc(Cl)cc2)nc1N	91	3	92	91	90	94	92	0.1
COc1ccccc1-c1nnc2sc(-c3cnccn3)nn12	92	18	94	95	95	100	98	0.0
Oc1c(Cl)cc(Cl)cc1CNn1cnnc1	107	0	100	103	104	105	98	0.1
O=c1o[nH]c(-c2ccccc2)c1-c1ccccc1	109	0	103	111	110	112	127	0.1
CCS(=O)(=O)N1CCC(C(=O)Nc2cccc(F)c2)CC1	103	1	104	105	100	100	97	-0.2
CCOC(=O)NC(c1ccc(C(C)C)cc1)C(Cl)(Cl)Cl (stereo not drawn)	100	0	101	106	93	99	98	0.4
COc1cc2ccccc2cc1C(=O)NCc1ccncc1	102	50*	104	102	100	99	99	-0.9
CC1(C)Cc2c(cnn2-c2ccccc2)C(NC(=O)CCc2ccncc2)C1 (stereo not drawn)	101	3	101	98	105	103	113	0.3
CON(C)C(=O)CC(CN(Cc1ccccc1)C(=O)OC(C)(C)C)c1ccc(Cl)cc1 (stereo not drawn)	91	-1	91	88	92	85	110	0.5
CCCCn1cnc2c(oc3ccccc32)c1=O	96	.	104	103	107	100	114	-0.1
O=C(Nc1ccc(C(=O)N2CCOCC2)cc1)Nc1cccc(C(F)(F)F)c1	101	-1	101	100	115	110	106	0.1
Cc1ccccc1-c1nc(CN2CCC(C(=O)NCCCN3CCCC(C)C3)CC2)c(C)o1 (stereo not drawn)	104	0	105	104	105	103	116	-0.1
CCOc1ccc(N/C(SC)=C(/C#N)C(N)=O)cc1	108	1	106	103	105	106	115	0.0
O=C(Cc1cscn1)c1ccc(O)cc1O	99	1	96	97	98	95	95	0.0
Cc1cc(C(=O)CSc2nc3ccccc3c(=O)[nH]2)c(C)n1CC1CCCO1 (stereo not drawn)	96	8	101	93	96	97	103	0.1
